Screens deposited in PubChem BioAssay by several laboratories.
NPY-Y1 PAM-ag: potentiates or activates human NPY-Y1 receptor. NPY-Y1 expressing cells, potentiator/agonist activation. activation, % at 3.6 µM. 0.37% of 220,000 active. AID 1304; in the data active means activation above about 33%, passing the limit was not always enough;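 further: cells stimulated with NPY at EC10 then isoproterenol at EC100; 0% = low agonist plus stimulus and 100% = saturating agonist plus stimulus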
Target sequence (P25929 whole entry, looked up): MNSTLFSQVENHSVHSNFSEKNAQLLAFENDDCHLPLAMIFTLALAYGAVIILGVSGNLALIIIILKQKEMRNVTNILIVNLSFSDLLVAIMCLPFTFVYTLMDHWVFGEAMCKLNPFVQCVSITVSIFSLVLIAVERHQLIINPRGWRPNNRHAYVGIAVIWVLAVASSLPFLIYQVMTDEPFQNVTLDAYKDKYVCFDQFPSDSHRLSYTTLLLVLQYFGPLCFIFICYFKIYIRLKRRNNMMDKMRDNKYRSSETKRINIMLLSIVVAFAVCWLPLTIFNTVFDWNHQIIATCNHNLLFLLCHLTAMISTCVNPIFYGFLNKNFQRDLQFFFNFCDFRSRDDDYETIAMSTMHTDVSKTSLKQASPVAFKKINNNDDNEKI
PGE2 EP2 inh: inhibitors of human EP2 prostaglandin E2 receptor; C6 glioma cells expressing human EP2, cAMP TR-FRET; cells stimulated with saturating PGE2; inhibition, % at 25 µM; 0.52% of 260,000 active; AID 1422;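 active means percent inhibition above 40 after rounding to a whole number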;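 further: rat C6 glioma host cells with rolipram phosphodiesterase inhibitor present; the protocol text gives 20 µM as final concentration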
Target sequence (P43116 whole entry, looked up): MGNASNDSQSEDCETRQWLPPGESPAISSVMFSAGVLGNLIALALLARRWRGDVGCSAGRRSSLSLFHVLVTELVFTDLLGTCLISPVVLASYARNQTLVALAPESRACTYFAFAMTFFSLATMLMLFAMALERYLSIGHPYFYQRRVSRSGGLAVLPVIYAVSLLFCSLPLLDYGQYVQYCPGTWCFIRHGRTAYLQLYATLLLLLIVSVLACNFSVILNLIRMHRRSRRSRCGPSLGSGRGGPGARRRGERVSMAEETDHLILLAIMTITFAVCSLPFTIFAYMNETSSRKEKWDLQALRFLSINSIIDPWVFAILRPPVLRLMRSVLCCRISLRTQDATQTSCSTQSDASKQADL
S1P4 ag: human S1P4 receptor agonism. 0.35% of 220,000 active. S1P4-expressing cell line, agonist reporter assay. activation, % at 4.98 µM. AID 1509; in the data active means activation above about 11%;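 further: 0% = DMSO vehicle and 100% = reference agonist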
p97 inhibitor: inhibitors of human p97 ATPase; P55072; recombinant p97 ATPase, Kinase-Glo ATP luminescence, 3 h; inhibition, % at 8 µM; 0.42% of 220,000 active; AID 1481; in the data active means inhibition above about 15%;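 further: 0% = DMSO vehicle and 100% = wells lacking enzyme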
S1P4 antag: blocks the human S1P4 receptor | O95977 | S1P4-expressing cells, antagonist mode, reporter read-out | inhibition, % at 4.98 µM | 0.26% of 220,000 active; in the data active means inhibition above about 29%;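 further: 0% = wells stimulated with agonist and 100% = vehicle wells without agonist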
EP2 mod: EP2 receptor (human) modulation; P43116; AID 940; EP2-expressing cells, cAMP HTRF FRET, PGE2 co-stimulation; induction, % at 25 µM; 0.83% of 260,000 active;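 active means compounds whose cAMP rise, as percent of the full-agonist control response, exceeds 60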;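 further: rat C6 glioma line stably carrying human EP2 under a CMV promoter; the protocol text gives 20 µM as final concentration; 100% = response of wells given 1 µM PGE2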
eIF4E 4G PPI: blocks eIF4E binding to eIF4G; TR-FRET eIF4E-eIF4GI(517-606) binding, 2 h; inhibition, % at 21.7 µM; P63073+Q04637; 0.37% of 220,000 active;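 active means inhibition above about 30%, limit read from the data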;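 further: 0% = full FRET control wells and 100% = background wells lacking eIF4GI fragment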
NPY-Y1 antag: NPY-Y1 (human) receptor antagonism; P25929; inhibition, % at 3.6 µM; AID 1040; 1% of 200,000 active; HEK293-CNG Y1 cells, membrane potential fluorescence; NPY at EC95, then isoproterenol;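 active means inhibition above the campaign mean inhibition of all tested compounds plus 3 SD, cut at about 20% in these data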;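 further: 0% = DMSO wells given NPY plus isoproterenol and 100% = isoproterenol alone without NPY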
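Material: HEK293 cells co-expressing NPY Y1 receptor and cyclic-nucleotide gated channel. Timing: compound incubation 1 h at room temperature, readout 45 min post-stimulation. Signal: fluorescence, membrane potential probe.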
NPY2 pot ag: potentiates or activates human NPY-Y2 receptor; activation, % at 3.6 µM; AID 1359; 0.45% of 220,000 active; P49146; cells expressing NPY-Y2, potentiator/agonist read-out; in the data active means activation above about 27%;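 further: cells stimulated with NPY near EC25 plus isoproterenol at EC100; 0% = vehicle plus submaximal agonist and 100% = vehicle plus saturating agonist; some results beyond the cut were filed as inactive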
Starred values were filed as active, the others as inactive; nt = not tested or not shown; & = joins results of further samples; [ ] = dose if it differs, or a comment. The list is partial, so the mix of outcomes need not match the whole.

The opening 2 records as a preview:
SMILES	NPY-Y1 PAM-ag	PGE2 EP2 inh	S1P4 ag	p97 inhibitor	S1P4 antag	EP2 mod	eIF4E 4G PPI	NPY-Y1 antag	NPY2 pot ag
O=S(=O)(Nn1c(O)c(C=C2N=c3ccccc3=N2)sc1=S)c1ccccc1	-2	12	1.4	1	0	-54	-5	nt	17
CC(NC(N)=O)C(=O)OCc1ccc(Cl)cc1Cl (configuration not stated)	-9	13	-0.6	-4	-4	5	-14[fluorescence artefact?]	3	-9

Results, repeating the preview:
SMILES	NPY-Y1 PAM-ag	PGE2 EP2 inh	S1P4 ag	p97 inhibitor	S1P4 antag	EP2 mod	eIF4E 4G PPI	NPY-Y1 antag	NPY2 pot ag
O=S(=O)(Nn1c(O)c(C=C2N=c3ccccc3=N2)sc1=S)c1ccccc1	-2	12	1.4	1	0	-54	-5	nt	17
CC(NC(N)=O)C(=O)OCc1ccc(Cl)cc1Cl (configuration not stated)	-9	13	-0.6	-4	-4	5	-14[fluorescence artefact?]	3	-9
C=CCNCC(=O)Nc1ccccc1SCC(=O)Nc1ccsc1C(=O)OC	-10	2	-1.1	2	-8	-4	0	12	4
O=C(CC1S/C(=N\S(=O)(=O)c2ccccc2)N(c2ccccc2)C1=O)Nc1ccc(F)cc1 (configuration not stated)	7	2	0.7	3	-6	12	18	0	13
CC(/C=N/NC(=O)c1sc(N)nc1C)=C\c1ccccc1	12	11	-0.3	-1	-13	-47	8	-4	-3
CC(NC(=O)/C(=C\c1cccc([N+](=O)[O-])c1)NC(=O)c1ccco1)C(=O)O (configuration not stated)	0	22	1.4	5	12	9	2	-1	11
Cc1cc(C(=O)NN)c2cc(Br)ccc2n1	-9	22	-0.9	-4	6	5	-1	0	-28
COc1ccc2c(c1)c(CC(=O)Nc1ccccc1OC)c(C)n2C(=O)c1ccc(Cl)cc1	-27	13	-1.3	-6	-13	43	0	20*	-13
CCOC(=O)c1oc2ccccc2c1CN1CCN(c2ccccc2)CC1	-31	2	-2.3	-3	-9	43	5	13	-11
O=C(OC(C(=O)NCC1CCCO1)c1ccccn1)c1cccs1 (configuration not stated)	-11	2	-2.7	2	-5	13	-12[fluorescence artefact?]	4	8
CC(C)(C)[C@H]1C=C(C(=O)N2CCN(Cc3ccccc3)CC2)O[C@@H](OCc2ccc(CO)cc2)C1	-14	25	-0.8	2	10	28	1	0	-23
Cn1/c(=N\NC(=O)C2CCCCC2)sc2ccccc21	6	2	-0.6	-4	-7	-23	3	1	5
Cc1cccc2cc(CN(CCCO)C(=O)Nc3cccc(Cl)c3)c(=O)[nH]c12	-12	8	-1.0	-6	-10	1	2	-3	-25
COC(=O)c1cc(C#N)c(Oc2ccccc2OC)nc1C	-31	1	-0.2	-3	-13	39	-2	-3	-12
O=C(Nc1ccccc1C(=O)OCC(=O)c1c[nH]c2ccccc12)c1ccco1	-4	4	-0.7	3	-14	0	4[fluorescence artefact?]	-7	1
COC(=O)C(Cc1c[nH]c2ccccc12)NC(=O)c1cccs1 (configuration not stated)	0	14	0.9	1	1	-12	1	nt	8
O=C(COC(=O)c1ccc(S(=O)(=O)N2CCCC2)cc1)NCc1ccc(Cl)cc1	-7	11	2.0	-4	-10	26	4	6	-1
O=C(/C=C/c1ccccc1Cl)Nn1cnc2ccccc2c1=O	-17	5	0.8	3	-18	-67	6	5	12
CC(C)=C1SC(N2CCN(Cc3ccccc3)CC2)=NC1=O	-4	12	0.7	0	-22	26	0[fluorescence artefact?]	1	15
CCNC(=O)COC(=O)CCNC(=O)c1cccc(C)c1	-25	7	1.3	0	-16	11	4	-2	-2
Cc1cccc(C)c1NC(=S)N1CC(C)OC(C)C1 (configuration not stated)	-13	1	0.1	-8	7	6	3	nt	-18
Cc1c(O)ccc(/C(Cc2ccc3ccccc3n2)=N\N)c1O	14	5	1.1	8	14	21	2	nt	17
CC1(C)NC(=O)N(CCCCSc2ccc(Cl)cc2)C1=O	-2	10	-1.2	3	3	-23	-11	-2	11
COc1ccc(CCNC(=O)CN2C(=O)c3ccccc3S2(=O)=O)cc1OC	-13	10	2.0	5	-21	11	5	4	1
Cc1ccc(C(=O)NC2CC3CCCC(C2)N3C(=S)NCc2ccco2)cc1 (configuration not stated)	7	5	3.5	5	10	-70	-1	2	-5

Results in eIF4E 4G PPI and NPY-Y1 antag, for some of the entries so far:
mol,eIF4E 4G PPI,NPY-Y1 antag
C=CCNCC(=O)Nc1ccccc1SCC(=O)Nc1ccsc1C(=O)OC,0,12
CC(/C=N/NC(=O)c1sc(N)nc1C)=C\c1ccccc1,8,-4
CCOC(=O)c1oc2ccccc2c1CN1CCN(c2ccccc2)CC1,5,13
COC(=O)C(Cc1c[nH]c2ccccc12)NC(=O)c1cccs1 (configuration not stated),1,nt
O=C(Nc1ccccc1C(=O)OCC(=O)c1c[nH]c2ccccc12)c1ccco1,4[fluorescence artefact?],-7

Next section:
SMILES	NPY-Y1 PAM-ag	PGE2 EP2 inh	S1P4 ag	p97 inhibitor	S1P4 antag	EP2 mod	eIF4E 4G PPI	NPY-Y1 antag	NPY2 pot ag
COc1ccc(-c2c3c([nH]c(=S)c2C#N)CCC3)cc1	5	18	0.4	7	-17	77*	-29[fluorescence artefact?]	-2	3
COc1ccccc1C(=O)NC(=S)Nc1ccc(N2CCCC2)cc1	4	3	-1.6	-2	-6	-15	0	1	5
Cc1ccccc1OCCn1cc(C(=S)N2CCCC2)c2ccccc21	8	nt	-0.5	-6	-13	nt	nt	3	-2
CC(C)C(=O)N1CCC(CN=CC2=C(O)CC(C)(C)CC2=O)CC1	-5	16	-2.3	-3	-14	6	5	-2	-18
COc1ccc(C2OCC3(CO2)SC(=O)NC3=O)cc1 (configuration not stated)	-12	13	-0.4	3	-9	35	2[fluorescence artefact?]	0	0
Cc1ccc(-c2csc3ncn(Cc4ccc(C(=O)O)cc4)c(=O)c23)cc1C	14	5	0.7	7	-4	-11	-2	-1	5
CCN(C(=O)c1ccc(C)c(Br)c1)c1ccccc1	1	6	-1.1	1	1	51	0	6	5
CN1C(=O)C2(NCCc3c2[nH]c2ccccc32)c2ccccc21 (configuration not stated)	-20	1	-1.0	0	-19	21	16	0	-14
FC(F)(F)c1nnc2ccc(N3CCN(c4ccccc4)CC3)nn12	-6	8	3.1	-2	-12	37	1	-1	-7
O=c1sc2ccccc2n1Cc1ccccc1	8	6&3	0.9	6	14	18&50	-3	0	4
O=C(O)C1CCCN1C(=O)Nc1ccc(F)cc1 (configuration not stated)	-17	8	-0.2	0	-7	-1	5	0	-7
CCOC(=O)CC(=O)CSc1ncnc2c1nnn2-c1ccc(OC)cc1	-7	4	1.2	1	3	4	-3	-1	-15
COc1ccc(C(CNC(=O)c2ccc3c(c2)C(=O)N(CCC(C)C)C3=O)N2CCOCC2)cc1 (configuration not stated)	9	5	-2.9	1	-4	13	1	3	11
COc1cc(-c2cc(C(=O)NCCc3ccc(S(N)(=O)=O)cc3)c3ccccc3n2)cc(OC)c1OC	15	14	-0.1	4	-11	-4	4	nt	-9
CCN(CC)c1ccc(NC(=O)CN2C(=O)CC(C)(C)S(=O)(=O)c3ccccc32)c(C)c1	19	16	4.4	2	2	-29	1[fluorescence artefact?]	1	12
COc1ccc(C(=O)N2CCSC2=S)cc1OC	3	6	1.5	2	-13	-20	3	-2	-5
CN1CCN(C2=C(Cl)C(=O)N(Cc3ccccc3)C2=O)CC1	-2	7	1.1	6	-4	4	7	-4	-15
CC(NC(=O)Nc1ccc([N+](=O)[O-])cc1)C(c1cccs1)N1CCCC1 (configuration not stated)	2	12	-0.8	4	-5	-16	6	-1	9
C[N+]1(CCOC(=O)C2(c3ccccc3)CCCC2)CCCCC1	22	12	0.6	10	-14	26	6	3	0
Cc1cc(N=Nc2c(O)c3ccccc3[nH]c2=O)ccc1N=Nc1ccc(C(=O)N(C)C)cc1	9	4	1.6	4	-17	2	11	nt	14
COc1cc(C(=O)OCC(=O)NC(=O)c2cccn2C)ccc1OC(F)F	-20	3	0.7	1	-15	15	-1	1	8
O=C(NC1CCCCCCC1)c1ccc(CNc2c(N3CCOCC3)c(=O)c2=O)cc1	5	8	-1.5	4	4	-8	2	6	18
COc1cc(NC(=O)C(F)(F)F)cc(OC)c1	-3	3	0.3	2	-3	17	-2	3	15
O=c1cc(N2CCCCC2)[nH]c(=O)n1C1CCCCC1	-4	7	-1.7	8	-2	-16	-1	1	-9
COc1cccc(N2CN(C3CCCCC3)CNC2=S)c1	8	10	-1.3	3	5	-3	-4	nt	15

(listing goes on)
SMILES	NPY-Y1 PAM-ag	PGE2 EP2 inh	S1P4 ag	p97 inhibitor	S1P4 antag	EP2 mod	eIF4E 4G PPI	NPY-Y1 antag	NPY2 pot ag
Cc1ccc(CNC(=O)Nc2ccccc2)cc1	-19	15	0.5	1	-2	-43	10[fluorescence artefact?]	-2	-11
CCCCCCCN=C(C)c1ccccc1O	-18	9	0.4	2	10	8	0	nt	-13
CCN1CCN(C(=S)Nc2cc(C(=O)OC)ccc2C(=O)OC)CC1	13	7	0.5	1	-22	12	-2	-1	-2
CC(C)(C)c1ccc(C2=NC(=O)C(CC(=O)O)S2)cc1 (configuration not stated)	6	7	0.0	3	18	-17	-7	nt	-17
Cn1ncc(C(=O)Nc2ccc(OC(F)(F)F)cc2)c1-n1cccc1	3	7	-2.1	3	8	-1	2	nt	-30
COc1cc(OC)cc(C(=O)Nc2ccccc2NC(C)=O)c1	1	8	-0.7	1	3	19	-1[fluorescence artefact?]	-6	-5
CC(CCCC(C)(C)O)NC(=O)c1cc(COc2ccc3ncccc3c2)on1 (configuration not stated)	9	4	0.6	2	-13	-35	4	-3	9
O=C(Nc1ccc([N+](=O)[O-])cc1Br)c1cc2ccccc2nc1Cl	-14	3	-0.7	7	-30	20	4	nt	4
COc1ccc(CNC(=O)C2C3C=CC4(CN(Cc5cccnc5)C(=O)C24)O3)cc1 (configuration not stated)	0	34	2.1	0	-14	7	0[fluorescence artefact?]	6	4
CCOC(=O)c1c(-c2cccc([N+](=O)[O-])c2)csc1NC(=O)CCCOc1ccccc1OC	-47	3	-0.9	-12	-24	44	0	15	-8
CCN(CCNC(=O)C1CCN(Cc2nc(-c3ccc(Cl)cc3)oc2C)CC1)c1ccccc1	2	5	-2.7	-10	9	-43	-4	-1	13
COc1ccc(-c2nnc(SCC(=O)c3ccc[nH]3)n2-c2ccccc2)cc1	-2	13	-0.2	6	-1	28	-4	2	15
COc1ccc(NC(=S)N(CCc2c(C)[nH]c3ccc(C)cc23)Cc2cccnc2)cc1	7	nt	-0.6	3	-10	-10	-4[fluorescence artefact?]	6	4
CCOc1ccc(-c2cc(CCCC(=O)NCCCOC)no2)cc1	8	3	0.2	-5	-2	-34	-2[fluorescence artefact?]	2	10
O=C(/C=C/c1ccccc1[N+](=O)[O-])N1CCCCC1	-9	6	2.6	-2	-4	11	1	-1	17
O=C(CNC(=O)c1cccc(Br)c1)N/N=C/c1cc(Br)cc(Br)c1O	-33	7	1.0	1	1	-43	12	-1	-7
COc1ccc(N2CCN(c3cc(C)c4ccccc4n3)CC2)cc1	8	5	-1.1	-4	-21	-18	3	-3	-3
O=C(NC(=S)NCc1ccncc1)c1ccccc1	-12	14	2.9	4	-1	-11	3	-3	10
Cc1cc(C)cc(NC(=O)CSc2nnc(Cn3c(=O)sc4ccccc43)n2C)c1	4	3	0.5	-25	-8	41	0	9	7
O=C(c1ccco1)N1CCN(C2CC(=O)N(c3ccccc3)C2=O)CC1 (configuration not stated)	1	4	2.0	0	-4	2	1	0	5
COc1ccc(O)c(C(=O)c2cnc3c(c2)c(-c2ccc(F)cc2)c(C#N)c(=O)n3C)c1	28	1	-1.0	2	-16	2	-2	1	26
